Compound activity as filed in PubChem.
BioA inh – blocks M. tuberculosis BioA enzyme activity. inhibition, % at 9.99 µM. purified M. tuberculosis BioA enzyme, plate reader. 0.096% of 360,000 active; in the data active = inhibition above about 40%; inconclusive = no clear call, values can overlap the other calls
GDH-TPI counter – inhibits GDH-TPI coupling enzymes, artifact for Mtb FBA screen. 1.2% of 360,000 active. inhibition, % at 4.8 µM. GDH-TPI coupled enzyme counterscreen, NADH absorbance; in the data active = inhibition above about 30%;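 note: 0% = DMSO wells and 100% = wells lacking the enzyme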
BoNT F protease – BoNT F light chain protease inhibition; Multiplex microsphere protease cleavage assay, flow cytometry; inhibition, % at 10 µM; 0.22% of 360,000 active; AID 588497; in the data active = inhibition above about 35%, passing the limit was not always enough; inconclusive = no clear call, values can overlap the other calls; note: plate controls were buffer without enzyme for full effect and enzyme alone for no effect
Mtb UGM inh – inhibitors of M. tuberculosis UDP-galactopyranose mutase; AID 504406; inhibition, % at 10 µM; P9WIQ1; 0.06% of 320,000 active; purified UGM, fluorescence polarization probe displacement; in the data active = inhibition above about 10%, passing the limit was not always enough; inconclusive = no clear call, values can overlap the other calls
Target sequence (P9WIQ1 whole entry, looked up): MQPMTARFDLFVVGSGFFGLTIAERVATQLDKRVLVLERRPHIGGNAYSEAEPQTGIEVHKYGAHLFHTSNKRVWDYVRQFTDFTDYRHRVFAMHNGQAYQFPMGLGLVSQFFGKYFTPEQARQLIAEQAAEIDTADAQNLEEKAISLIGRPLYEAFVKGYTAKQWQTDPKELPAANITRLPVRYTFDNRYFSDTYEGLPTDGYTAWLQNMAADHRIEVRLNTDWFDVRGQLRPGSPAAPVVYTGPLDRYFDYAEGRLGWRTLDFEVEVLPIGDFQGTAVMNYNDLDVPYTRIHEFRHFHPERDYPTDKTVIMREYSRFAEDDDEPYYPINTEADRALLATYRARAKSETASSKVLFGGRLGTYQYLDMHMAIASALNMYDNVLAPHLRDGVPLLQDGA
Mtb FBA inh – inhibits M. tuberculosis FBA enzyme | purified M. tuberculosis FBA, fluorescence read-out | inhibition, % at 1 µM | 2.3% of 360,000 active | AID 588726; in the data active = inhibition above about 27%;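 note: 0% = vehicle and 100% = reference inhibitor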
Target sequence (P9WQA3 whole entry, looked up): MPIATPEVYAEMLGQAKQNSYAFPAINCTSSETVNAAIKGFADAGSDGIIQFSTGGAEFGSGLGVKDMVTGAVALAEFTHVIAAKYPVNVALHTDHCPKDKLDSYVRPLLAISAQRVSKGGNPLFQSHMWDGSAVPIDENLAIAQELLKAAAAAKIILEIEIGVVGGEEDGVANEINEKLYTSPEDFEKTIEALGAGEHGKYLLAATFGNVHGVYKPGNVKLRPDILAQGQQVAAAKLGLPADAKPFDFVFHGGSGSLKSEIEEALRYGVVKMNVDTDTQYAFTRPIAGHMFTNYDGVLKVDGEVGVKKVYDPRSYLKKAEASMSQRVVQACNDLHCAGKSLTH
MazEF act – increases E. coli MazEF RNase cleavage of RNA; P0AE70; FAM/BHQ RNA-DNA oligo cleavage fluorescence, 5 h; activation, % at 20 µM; 0.32% of 350,000 active; in the data active = activation above about 50%
Target sequence (P0AE70 whole entry, looked up): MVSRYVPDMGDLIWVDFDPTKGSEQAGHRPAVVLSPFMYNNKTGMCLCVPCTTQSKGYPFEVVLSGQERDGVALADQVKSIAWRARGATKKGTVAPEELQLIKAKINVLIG
FadD28 binding – blocks FadD28 binding to the bisubstrate probe; fluorescence polarization; inhibition, % at 12.5 µM; 0.22% of 360,000 active; in the data active = inhibition above about 8.5%, passing the limit was not always enough; inconclusive = no clear call, values can overlap the other calls
PrPC TRFRET – cell surface PrPC inhibition, primary TR-FRET screen. TR-FRET read-out. P04156. 0.43% of 370,000 active. inhibition, % at 13.8 µM. AID 720596; in the data active = inhibition above about 24%; note: 0% = median of the test wells and 100% = reference compound wells
Rv3671c inh – inhibitors of M. tuberculosis serine protease Rv3671c. P9WHR9. inhibition, % at 5.96 µM. 0.048% of 320,000 active; in the data active = inhibition above about 38%;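 note: extracellular domain of Rv3671c used as enzyme; 0% = enzyme with DMSO and 100% = no enzyme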
Starred values were filed as active, the others as inactive; ? = inconclusive; nt = not tested or not shown.

SMILES	BioA inh	GDH-TPI counter	BoNT F protease	Mtb UGM inh	Mtb FBA inh	MazEF act	FadD28 binding	PrPC TRFRET	Rv3671c inh
COc1ccccc1NC(=O)NC1(C)CCS(=O)(=O)C1 (stereo unspecified)	nt	-1	-13	nt	1	11	nt	-4	nt
COc1ccc(OC(=O)/C=C/c2ccc([N+](=O)[O-])cc2)cc1	-0.3	6	4	1.4	1	-4	1.3	-1	-2
Cc1cc([N+](=O)[O-])cc2c1-c1ncccc1C2=Nc1ccccc1	nt	3	29	-1.2	1	8	1.0	-8	6
COCC(C)Nc1nc(C)c(C(C)=O)s1 (stereo unspecified)	nt	12	-2	-1.2	-3	8	0.1	-1	-4
CN(Cc1c(C(=O)N/N=C/c2ccc(O)cc2)nnn1-c1nonc1N)C1CCCCC1	-1.6	15	-4	3.9	-1	-7	0.4	1	1
CCOC(=O)C1CCN(C(=O)CCc2nnc3ccc(NCc4ccco4)nn23)CC1	0.6	2	17	-3.3	0	4	0.5	-1	0
CCOC(=O)Cc1csc(NC(=O)CSc2cc(Cl)ccc2Cl)n1	nt	8	-8	1.7	1	5	-2.2	2	-13
Nc1ncncc1-c1ccccc1Cl	2.0	10	-3	nt	1	1	-0.6	1	nt
O=C(CN(C(=O)CCC(=O)Nc1ccccn1)C1CCCC1)NCc1ccc(F)cc1	-2.0	-15	12	0.0	-5	12	-5.0	0	0
COC(=O)C1C(O)=C(C(C)=N)C(=O)CC1(C)C (stereo unspecified)	0.8	5	3	3.3	0	13	-3.8	-7	1
Cc1cccc(OCc2nnc3n2CCCCC3)c1	nt	9	2	-2.3	-2	-8	-2.2	-1	-1
COc1ccccc1N1C(=O)NC(=O)C(CCc2ccncc2)(CCc2ccncc2)C1=O	-1.7	2	-2	-0.8	-2	2	-1.4	-3	-8
CC(C)=C(NC(=O)c1ccccc1)C(=O)NC(Cc1ccccc1)C(=O)O (stereo unspecified)	-0.8	3	-24	-3.4	-1	-8	-1.6	0	-7
COc1cccc(C(=O)C2CCCN(C(=O)c3ccccn3)C2)c1 (stereo unspecified)	-0.4	3	4	-3.9	-3	1	-3.4	-7	1
COc1ccccc1/C=C/C(=O)c1c2c(c(C)[nH]c1=O)CCCC2	0.6	28	5	-0.2	-2	2	-1.5	-1	3
C/C(=N\NC(=O)c1cccc(O)c1)c1cccc(NC(=O)c2ccc(F)cc2)c1	6.2	4	?	0.8	2	7	-3.3	-1	-11
CCOc1ccc(C(=O)CCC(=O)Nc2ccc(C)cn2)cc1	-0.8	4	20	nt	0	-10	-0.1	-2	-13
O=C1COc2ccc(S(=O)(=O)CCC(=O)N3CCN(c4ccccc4)CC3)cc2N1	0.1	0	-3	-1.4	-7	5	-0.7	-9	0
CN(CC(=O)Nc1c(Cl)cccc1Cl)C(=O)c1ccncc1	-1.7	-2	-6	-3.9	3	-1	-2.9	4	-6
CCN(Cc1ccccc1)S(=O)(=O)c1c(C)[nH]c(C)c1C(=O)N1CCCC1	-1.3	-10	-12	-0.8	0	-26	-1.6	-3	5
CC1CCCN(C(=O)C(C)Nc2cc(Cl)ccc2N2CCOCC2)C1 (stereo unspecified)	nt	4	-59	-2.9	1	6	0.9	-4	-1
Cc1nc(NC(=O)COC(=O)c2cccs2)c(Cl)cc1Cl	-1.0	0	-2	nt	-1	-3	-2.5	8	nt
COc1ccc(NC(=O)CN2CCN(c3ccc(F)cc3)CC2)cc1Cl	-0.1	-5	-1	0.2	-4	8	0.2	0	1
CSc1ccccc1NC(=O)Nc1ccc(Cl)cc1	nt	0	8	-0.1	0	-20	0.4	18	-11
CC(C)[C@H]1COCCS(=O)(=O)N1Cc1ccccc1	1.5	8	1	0.4	-1	5	-4.1	8	-1
C/C(Cn1nnc([N+](=O)[O-])n1)=N\NC(=O)c1ccc(O)cc1	-1.1	10	-3	0.0	0	3	1.3	-17	13
CS(=O)(=O)N1N=C(c2ccc(Cl)cc2)CC1c1cccs1 (stereo unspecified)	2.3	7	-1	-0.1	-2	7	1.3	5	6
CCn1c(-c2csc3ccccc23)n[nH]c1=S	0.9	1	-10	-1.7	-1	-1	-0.3	-1	-2
CCOC(=O)c1c(NC(=O)COC)sc(C(C)=O)c1C	nt	9	2	-2.0	3	1	-2.3	3	0
COc1ccc(F)cc1S(=O)(=O)NC1CCCC1	nt	-4	-2	-1.8	0	-9	-2.6	nt	2
O=C(c1nc2ccccc2s1)N1CCSCC1	-1.7	-9	-17	-1.1	0	-8	-3.8	-7	-2
S=c1[nH]nc(-c2cc(-c3ccccc3)n[nH]2)n1/N=C/C=C/c1ccccc1	0.8	23	nt	-2.6	-4	-1	-6.1	-3	-35
O=C(/C=C/NCc1cccnc1)C(F)(F)C(F)(F)F	-8.3	8	9	2.2	1	2	0.4	8	-3
CCc1c(C)nc(N)c(C#N)c1-c1ccccc1	-0.9	4	-2	0.0	-1	9	-0.4	-2	-6
COc1ccc(CNCCCC(=O)Nc2c(Cl)ccc(C)c2Cl)cc1OC	0.6	7	6	-0.6	2	-18	-2.6	4	7
CCCCCCCCC(=O)NCc1ccc(O)c(OC)c1	2.0	-1	-8	2.2	1	-6	-1.6	7	-1
Cc1nn(CC(C)C)c(Cl)c1C(=O)NC1CCCC1	-0.6	4	-7	nt	-1	1	-3.5	-2	nt
C/C(=N/OC(=O)c1ccc(F)cc1)c1ccc(C)cc1	-1.1	-6	-8	-1.2	0	4	-3.1	-1	-5
Cc1cc(=O)n2[nH]c(-c3ccc(F)cc3)cc2n1	nt	2	-5	-2.0	25	7	-1.5	8	13
CC(C)Cc1cc(C(=O)Nc2sc3c(c2C#N)CCC3)no1	-1.2	23	0	-1.5	4	0	-0.6	-2	0
COc1cccc(C(=O)NCC(c2ccco2)N2CCOCC2)c1 (stereo unspecified)	-1.1	1	-1	-1.5	2	6	0.0	1	8
O=C(CSc1nncn1-c1cccnc1)Nc1cccc([N+](=O)[O-])c1	-2.8	2	19	0.8	0	1	-1.9	2	-5
CC(C)(C)Nc1nc(OCC#N)nc(N2CCCCC2)n1	nt	0	-4	4.0	-1	-1	-1.8	5	1
C=CCNCCOCCOc1ccc(C)cc1Br	-2.7	3	9	0.7	3	-6	0.1	-6	8
OC(c1ccc(F)c(F)c1)c1ncc(-c2ccc(Cl)cc2)[nH]1 (stereo unspecified)	3.8	9	-2	nt	1	nt	-2.1	2	nt
Cc1ccc(NC(=O)Nc2cccs2)c(Cl)c1	nt	11	10	2.8	-3	13	-0.3	12	-2
COc1ccc(-c2csc(NC(=O)C3CCCCN3S(=O)(=O)c3ccccc3)n2)cc1 (stereo unspecified)	-0.5	10	-2	-1.6	-2	1	-0.6	18	-27
CC(=O)c1ccc(OCCN2CCOCC2)cc1	-1.1	-4	6	0.7	2	-4	-2.6	6	-10
CC1CCN(S(=O)(=O)N2CCC(C(=O)NCCC3=CCCCC3)CC2)CC1	nt	7	-5	0.9	1	1	-0.2	-2	2
O=C(CCCc1c[nH]c2ccccc12)NCc1cccs1	nt	-13	4	-1.5	-1	-1	-2.6	4	7
c1ccc(SCCc2ccncc2)cc1	-2.1	1	-4	-0.9	3	3	-4.1	1	2
O=c1cc(-c2ccccc2)cc(-c2ccccc2)n1CCO	3.1	12	4	0.5	1	2	-1.2	-3	-5
O=C1CC(NN2CCCCC2)C(=O)N1c1ccccc1 (stereo unspecified)	nt	-1	-3	2.7	2	3	-2.0	-10	-8
CC(C)c1cc(Br)ccc1OCCCN1C(=O)NC(C)(C)C1=O	-0.3	-1	8	3.0	-2	-4	-3.7	2	-9
Brc1csc(C=Nc2ccc3c(c2)OCCOCCOCCOCCO3)c1	-0.9	-1	-12	-0.2	1	7	-2.5	-14	-23
Cc1ccc(NC(=S)N2CCN(Cc3ccccc3)CC2)cc1	nt	-10	-7	1.5	-1	1	-4.6	7	-4
C=CCNc1nc(Cl)ncc1F	0.7	6	-7	0.8	0	0	-3.2	-6	-1
COc1ccccc1C(CNC(=O)CCNS(=O)(=O)c1ccc(Br)cc1)N1CCCC1 (stereo unspecified)	0.0	5	0	nt	0	-12	0.2	0	nt
COc1ccc(C(=O)NCCS(=O)(=O)NCCc2ccccc2)cc1	1.7	0	?	3.4	-2	-8	-0.8	-10	16
O=C(CSc1nnc(NC(=O)c2cccc(F)c2)s1)NC1CCCC1	nt	-1	1	-0.9	0	5	-4.6	-3	6
Following part:
SMILES	BioA inh	GDH-TPI counter	BoNT F protease	Mtb UGM inh	Mtb FBA inh	MazEF act	FadD28 binding	PrPC TRFRET	Rv3671c inh
Cc1ccccc1-c1nnc(SCC(=O)Nc2c(C)n(C)n(-c3ccccc3)c2=O)o1	-0.6	14	-6	0.8	2	7	-0.5	-4	-2
O=C(Nc1nnc(C2CC2)s1)c1cccs1	-1.0	13	-2	3.3	-1	1	-0.9	-6	-1
C=CCc1cc(/C=C2/NC(=O)N(CC)C2=O)cc(OCC)c1OCc1ccc(C(=O)O)cc1	nt	27	4	4.7	1	-3	-1.3	-3	-7
Nn1c(SCC(=O)Nc2ccc3c(c2)OCCO3)nnc1-c1ccccn1	nt	11	-12	-2.0	-3	-1	-1.5	1	-6
Brc1ccc2[nH]cc(/C=N/N3CCCCC3)c2c1	nt	17	-5	-2.2	2	1	-4.4	-2	-14
O=C(NCCc1ccccc1F)C1CCCN1S(=O)(=O)c1ccc2ccccc2c1 (stereo unspecified)	-2.1	-1	-3	0.7	1	-5	-4.8	2	1
CCOc1ccc(N2CC(C(=O)Nc3ccccc3C(=O)N3CCOCC3)CC2=O)cc1 (stereo unspecified)	-2.9	-2	-1	-1.6	2	11	nt	2	-12
Cn1c(=O)[nH]c(=O)c2c1ncn2CCCc1ccccc1	0.5	5	4	3.2	2	6	-3.0	4	-1
O=S(=O)(Nc1ccc(Cl)cc1NS(=O)(=O)c1ccccc1)c1ccccc1	11	2	-1	nt	1	0	3.1	-9	nt
CCCn1c(O)c(CN2CCCCC2)c(C)c(C#N)c1=O	nt	21	-6	-3.1	8	-71	0.7	1	1
COc1cccc(NC(=O)Cn2nnc(C(=O)Nc3cc(Cl)ccc3OC)c2N)c1	-3.6	9	2	1.0	8	-23	-1.5	-1	-56
Cc1nc(CCNC(=O)CC2C(=O)NCCN2Cc2ccccc2F)sc1C (stereo unspecified)	-1.8	2	-1	-0.2	-1	12	-2.2	2	1
COc1ccccc1NS(=O)(=O)c1c(C)[nH]c(C)c1C(=O)N1CCCC1	0.1	1	-2	2.0	0	-11	-0.3	2	-8
CCOc1ccc(-c2cc(N)n(S(=O)(=O)c3ccc(OC)c(OC)c3)n2)cc1	-0.7	-2	-6	2.9	1	-9	-2.6	12	8
COc1ccc(CNc2ccc(S(N)(=O)=O)cc2)c(OC)c1OC	-1.4	13	-6	-0.6	5	-14	-1.1	1	-4
COC(=O)C1=NN[C@H](C(=O)OC(C)(C)C)[C@H]1c1ccccc1	nt	1	1	2.1	-2	6	-0.3	4	13
COc1ccc(N2C(=O)CC(N3CCC(O)(c4ccc(Br)cc4)CC3)C2=O)cc1 (stereo unspecified)	2.0	-3	6	-1.0	0	-4	-4.4	11	-4
